# ERK AVP inh: blocks ERK signaling stimulated by vasopressin; 72,000 tested, 0.99% active; Potency, µM (series often up to 57.5 µM), for the others: top-dose activity, negative = inhibition, hits mostly inhibitors; HEK293-V1b, vasopressin-stimulated pERK AlphaScreen; further: potency means the concentration at half of the fitted maximal effect; on the % scale 0 is the no-effect control and ±100 the full control effect; nearly all actives have a fitted effect of over 55% in size
#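 V1b-HEK293 cells; cpd 30 min 37C; 25 nM vasopressin 5 min; lyse 10 min; AlphaScreen beads 5 hr RT. Normalized to DMSO basal and 25 nM vasopressin; AC50 by Hill fit.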
# HEK293 cAMP ctrl: parental HEK293 cAMP activation (counter-screen); parental HEK293 CNG cAMP sensor, membrane potential fluorescence; AID 938; Potency, µM (titrated, usually from 57.1 µM), for the others: at the highest dose activation, hits mostly activators; 73,000 tested, 2.5% active; further: potency means the concentration at half of the fitted maximal effect; % of control where 0% means no effect; nearly all actives have a fitted effect of over 55% in size
#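 Parental HEK 293 cells stably expressing a cAMP-gated CNG channel were loaded with membrane potential dye containing 100 uM RO 20-1724 for 60 min. Compound added for 30 min; depolarization read as fluorescence intensity at 590 nm.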
# Texas Red fluor: compound fluoresces in the Texas Red spectral region; 59,000 tested, 0.06% active; Compound fluorescence, Texas Red channel, 547/618 nm; hits give high values; max dye-equivalent concentration, M; AID 587; in the data active means max dye-equivalent concentration above about 10 nM; inconclusive means between about 1.1 nM and that limit
#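 Compound fluorescence was read after 15 min at room temperature in 100 mM Tris, pH 8.0, using 547 nm excitation and 618 nm emission across a concentration series. It was expressed as Texas Red dye-equivalent concentration from an on-plate standard curve.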
# Casp1 inh: blocks human caspase-1 allosterically or competitively | Potency, µM (top dose mostly 57.5 µM), without a hit: top-dose activity change, negative = inhibition, actives largely listed as inhibitors | 75,000 tested, 0.03% active | AID 900 | P29466 | Caspase-1 enzyme, Ac-WEHD-AFC fluorogenic rate;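 further: potency means the concentration at half of the fitted maximal effect; plate controls were vehicle for no effect and no substrate for full effect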
# Tau fil binding: binders of human tau filaments. P10636. recombinant tau filaments, thioflavin S fluorescence, 15 h; filaments grown with octadecylsulfate alongside compound. Potency, µM (top dose mostly 57.1 µM), for the others: at the highest dose activity change, negative = inhibition. 71,000 tested, 2% active. AID 596;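 further: potency means the concentration at half of the fitted maximal effect; on the % scale 0 is the no-effect control and ±100 the full control effect; actives lower thioflavin S fluorescence by blocking filaments or displacing dye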
#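 Tau 2 uM in ThS buffer dispensed; compound added; 60 uM ODS added (finals 1 uM tau, 30 uM ODS); 15 h 37 C; fluor ex450/em510.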
# Caspase-7 inhib: caspase-7 (human) inhibition, allosteric or competitive; P55210; recombinant caspase-7, Ac-DEVD-AFC fluorescence rate; Potency, µM (series often up to 57.5 µM), for inactives: at the top dose activity change, negative = inhibition, actives largely listed as inhibitors; 75,000 tested, 0.02% active; AID 889; active means well fitted inhibition curve with a large enough effect in the main read-out, with a control signal flat, not every such curve was filed as active; inconclusive means small, poorly fitted or top-dose-only effect, or a change in a side signal; further: potency means the concentration at half of the fitted maximal effect; % of control where 0% means no effect
# Target sequence (P55210 24-198 limits assumed): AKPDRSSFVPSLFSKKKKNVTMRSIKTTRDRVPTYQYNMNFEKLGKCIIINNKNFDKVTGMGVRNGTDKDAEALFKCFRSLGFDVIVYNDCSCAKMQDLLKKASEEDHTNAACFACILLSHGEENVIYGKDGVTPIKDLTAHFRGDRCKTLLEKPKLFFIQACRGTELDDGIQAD
# Target sequence (P55210 207-303 limits assumed): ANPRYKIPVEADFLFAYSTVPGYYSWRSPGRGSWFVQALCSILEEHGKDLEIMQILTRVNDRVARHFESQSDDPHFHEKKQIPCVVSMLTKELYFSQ
# Rhodamine autofl: compound fluoresces in the rhodamine spectral region | Rhodamine-region fluorescence, 547/598 nm, Tris buffer; hits give high values | max dye-equivalent concentration, M | 59,000 tested, 0.05% active | AID 594; in the data active means max dye-equivalent concentration above about 11 nM; inconclusive means between about 1.1 nM and that limit
#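 Intensities are converted to rhodamine-equivalent concentration using a six-point rhodamine standard on each plate. Compounds sit 15 min at room temperature in 100 mM Tris buffer, pH 8.0; read uses the 547/598 nm excitation/emission pair.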
# Fluorescein fluor: fluorescein region autofluorescence; Compound autofluorescence, 480/540 nm, fluorescein-equivalent; hits give high values; max fluorescein-equivalent concentration, M; 59,000 tested, 0.91% active; AID 593; in the data active means max fluorescein-equivalent concentration above about 10 nM; inconclusive means between about 1.1 nM and that limit
#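 Values reflect compound autofluorescence, normalized to fluorescein on the same plate and reported at each tested concentration. Conditions: 100 mM Tris pH 8.0, room temperature, 15 min, excitation 480 nm, emission 540 nm.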
# Luciferase inh: firefly luciferase inhibition | purified firefly luciferase, luminescence, 8 min | Potency, µM (series often up to 57.1 µM), without a hit: top-dose activity change, negative = inhibition, hits mostly inhibitors | 72,000 tested, 2.2% active | AID 411; further: potency means the concentration at half of the fitted maximal effect; on the % scale 0 is the no-effect control and ±100 the full control effect; nearly all actives have a fitted effect of over 40% in size
# Target sequence (P08659 whole entry, looked up): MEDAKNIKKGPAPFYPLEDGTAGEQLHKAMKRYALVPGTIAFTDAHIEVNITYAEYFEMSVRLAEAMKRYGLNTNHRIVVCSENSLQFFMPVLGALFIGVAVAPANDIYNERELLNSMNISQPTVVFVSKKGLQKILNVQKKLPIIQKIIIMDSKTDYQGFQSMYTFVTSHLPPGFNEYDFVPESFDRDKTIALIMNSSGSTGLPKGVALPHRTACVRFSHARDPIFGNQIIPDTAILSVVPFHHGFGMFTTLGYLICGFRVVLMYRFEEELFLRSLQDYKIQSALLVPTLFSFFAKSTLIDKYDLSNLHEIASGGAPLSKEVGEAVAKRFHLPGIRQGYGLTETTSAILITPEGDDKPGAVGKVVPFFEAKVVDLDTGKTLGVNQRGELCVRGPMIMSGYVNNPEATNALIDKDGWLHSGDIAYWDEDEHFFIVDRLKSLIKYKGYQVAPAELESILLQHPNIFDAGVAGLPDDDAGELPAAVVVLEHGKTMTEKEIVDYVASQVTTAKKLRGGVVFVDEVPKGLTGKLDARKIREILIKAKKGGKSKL
#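 Inhibition of light generation by firefly luciferase from ATP and luciferin was profiled with concentration-response curves per sample, ATP held at 10 uM within the enzyme's linear range. Plates were read by luminescence after an 8-minute ambient incubation.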
# A350 fluor: compound fluoresces in the Alexa 350 spectral region | Compound autofluorescence, 340/450 nm, Alexa 350 dye-equivalents; hits give high values | max dye-equivalent concentration, M | 59,000 tested, 11% active | AID 590; in the data active means max dye-equivalent concentration above about 10 nM; inconclusive means mostly about 1.1 nM to 9.6 nM
# 4MU fluor: 4-MU region autofluorescence; compound autofluorescence, 340/450 nm, 4-MU equivalents; hits give high values; 59,000 tested, 11% active; max dye-equivalent concentration, M; in the data active means max dye-equivalent concentration above about 10 nM; inconclusive means mostly about 1.1 nM to 9.6 nM
#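 Intrinsic fluorescence at 340/450 nm (ex/em) was read after 15 min at room temperature in pH 8.0, 100 mM Tris. Each compound concentration expressed as 4-MU-equivalent concentration from a six-point 4-MU standard series on each plate.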
# * hit, by the source's call; i = inactive; ? = inconclusive; nt = not tested or not shown; & = joins results of further samples; [ ] = dose if it differs, or a comment. Unless noted, the call rests on the fitted dose curve; in most records, active means well fitted curve in the direction sought with a large enough effect; inconclusive means small, poorly fitted or top-dose-only effect, or another doubt; inactive means no such curve, though single readings can be large; an effect the other way counts as inactive or inconclusive. The list is partial, so the mix of outcomes need not match the whole.
SMILES,ERK AVP inh,HEK293 cAMP ctrl,Texas Red fluor,Casp1 inh,Tau fil binding,Caspase-7 inhib,Rhodamine autofl,Fluorescein fluor,Luciferase inh,A350 fluor,4MU fluor
CCOc1cc(-c2nn3cnnc3s2)cc(OCC)c1OCC,-3%,15%,i,1%,-6%,0%,i,i,0%,i,i
CCOC(=O)c1c(NC(=O)CSc2nnc(-c3ccco3)o2)sc(C(C)=O)c1C,?,?,i,-4%,-12%,-1%,i,?,1%,i,i
CCc1cc2c(=O)c(-c3nc4ccccc4[nH]3)coc2c(CN2CCC(C)CC2)c1O,-17%,2%,nt,0%,0%,-3%,nt,nt,7%,nt,nt
CSC1=Nc2sc3c(c2C2=NCCN12)CC(C)(C)OC3,nt,nt,i,nt,nt,nt,i,?,-1%[25.5 µM],1e-08M*,?
CCN(CC)CCOc1cc2c(nn1)Oc1ccccc1N2C,-14%,-11%,?,-18%,22%,-17%,i,?,-3%,1.2e-06M*,8.4e-07M*
O=C1C(=C2CCCCC2)SC(=S)N1Cc1ccco1,-9%,1%[11.4 µM],nt,-5%,-24%[11.4 µM],-2%,nt,nt,0%,nt,nt
Cc1ccc(-c2nc(CS(=O)CC(=O)NCCCN3CC(C)CC(C)C3)c(C)o2)cc1 (stereo not given),-8%,9%,nt,3%,50%,0%,nt,nt,1%,nt,nt
O=C(Nc1ccc2c(c1)OCO2)C(c1ccccc1)N1CCC2(CC1)OCCO2 (stereo not given),26%,11%,i,-2%,8%,3%,i,i,3%,i,i
O=C(NCc1nc2ccccc2[nH]1)c1cc2ccccc2oc1=O,15%,-4%,?,0%,-2%,-4%,i,i,0%,?,?
Cc1ccc(CN2C3=NC(=O)CN3c3ccccc32)cc1,-8%,9%,i,-2%,1%,-1%,i,i,0%,?,?
COC(=O)c1ccc(C)c(NC(=O)CN2C(=O)c3ccccc3S2(=O)=O)c1,-9%,-4%,i,-1%,8%,-2%,i,i,0%,i,i
Cc1cccc(N2CC(c3nc4ccccc4n3C)CC2=O)c1C (stereo not given),nt,7%,nt,-2%,-13%,1%,nt,nt,-1%,nt,nt
CC(=O)Nc1ccc(S(=O)(=O)n2cnc(C)c2)cc1,-4%,3%,i,0%,-4%,1%[0.00368 µM],i,?,6%,?,i
COCC(=O)n1nc(-c2ccccc2)nc1NCc1ccc(F)cc1,-40%,12%,i,1%,12%,0%,i,?,-3%,?,i
Cc1ccc2nc(C3CCN(C(=O)NCc4ccccc4)CC3)[nH]c2c1,1%,6%,i,0%,-2%,-1%,i,i,-24%,i,i
CCOC(=O)CSc1nc2c(c(=O)n(Cc3ccccc3Cl)c(=O)n2C)n1C,-16%,-4%,i,0%,43%,-1%,i,?,2%,i,i
COc1ccc2[nH]c(C)c(C(=O)CN3CC(C)OC(C)C3)c2c1 (stereo not given),nt,nt,i,nt,nt,nt,i,i,2%[25.5 µM],i,i
O=C(c1cccc(Cl)c1Cl)N1CCN(c2ccccn2)CC1,-17%,7%,i,0%,9%,-2%,i,i,1%,i,i
CC(=O)C1=C(O)C(=O)N(CC(=O)O)C1c1ccccc1Cl (stereo not given),-5%,7%,nt,2%,5%,-2%,nt,nt,4%,nt,nt
COCCn1nnnc1CN1CCC(NC(=O)c2ccc(Br)cc2)CC1,-14%,-11%,i,1%,-2%,-3%,i,?,0%,i,i
CCOC(=O)C1(C)NC(c2ccc(OC)c(OC)c2)C2C(=O)N(CC)C(=O)C21 (stereo not given),-4%,2%,i,0%,6%,1%,i,?,1%,i,i
Cn1c(=O)c2c(nc(CN3CCOCC3)n2CCc2ccccc2)n(C)c1=O,-10%,?,?,1%,-4%,0%,i,i,0%,i,i
CCCC(=O)OC(=O)CCC,7%,0%,nt,0%,-10%,0%,nt,nt,nt,nt,nt
CCCCn1c(SCc2cc(=O)n3ccsc3n2)nc2cc(C(=O)OC)ccc2c1=O,16%,11%,i,3%,-12%,0%,i,?,-1%,?,i
CCN1CCN(C(c2cccs2)C(C)NC(=O)c2cccnc2)CC1 (stereo not given),?,2%,i,-1%,10%,0%,i,?,-1%,i,i
CC1=C(C(=O)Nc2ccccc2)C(c2ccco2)n2ncnc2N1 (stereo not given),-7%,-1%,i,-6%,-4%,0%,i,?,1%,?,i
O=C(Oc1ccc(-c2nnco2)cc1)N(c1ccccc1)c1ccccc1,-22%,?,i,-3%,4%,-2%,i,i,1%,i,i
Cc1nc(-c2ccccc2)cc(=O)[nH]1,-13%,3%,?,2%,-8%,1%,i,i,1%,i,i
Cc1ccc(-c2nnn(CC(=O)N(CC(=O)NC3CCCC3)c3cnc4ccccc4c3)n2)o1,-17%,6%,i,-11%,0%,2%,i,?,3%,?,i
C/C(=C(\C#N)C(=O)NCCCN1CCOCC1)N(C)C,1%,?,i,-3%,10%,-1%,i,?,2%,?,?
Cc1c(Br)cc(C(=O)N2CCCC2)c(C)c1C,-23%,11%,nt,-1%,14%,0%,nt,nt,-5%,nt,nt
CN[C@@H](CC(C)C)C(=O)N[C@@H]1C(=O)N[C@H](CC(N)=O)C(=O)N[C@@H]2C(=O)N[C@H]3C(=O)N[C@H](C(=O)N[C@H](C(=O)O)c4cc(O)cc(O)c4-c4cc3ccc4O)[C@H](O)c3ccc(c(Cl)c3)Oc3cc2cc(c3O[C@H]2O[C@@H](CO)[C@@H](O)[C@@H](O)[C@@H]2O[C@@H]2C[C@](C)(N)[C@H](O)[C@H](C)O2)Oc2ccc(cc2Cl)[C@@H]1O,-4%[25.7 µM],-10%[25.6 µM],?,-4%[25.7 µM],8%[25.6 µM],2%[25.7 µM],i,?,1%[25.5 µM],i,i
CS(=O)(=O)c1cccc(C(=O)Oc2ccccc2)c1,-8%,2%,i,0%,-17%,-1%,i,?,3%,i,i
Oc1ccc(O)cc1,13%,3%&3%,?,-4%,0%&2%,-2%,i,?,-5%,i,i
CC(C)CC(C(=O)Nn1cnnc1)N1C(=O)c2ccccc2C1=O (stereo not given),5%,4%,i,-4%,0%,-1%,i,i,7%,i,i
CCOC(=O)c1[nH]cnc1C(=O)Nc1ccncc1,?,3%,i,0%,-11%,-1%,i,i,-1%,i,i
CCOC(=O)C1CCCN(C(=O)COC(=O)c2cc(=O)c3ccccc3o2)C1 (stereo not given),11%,18%[2.29 µM],i,1%,-8%,0%,i,i,0%,i,i
Oc1ccccc1-c1nnc(SCCN2CCOCC2)n1Cc1ccccc1,4%,-6%,?,0%,-5%,-2%,i,i,?,i,i
COC(=O)c1ccc(COc2ccc3c(C)c(C)c(=O)oc3c2)o1,-18%,4µM*,nt,-4%,209%[11.4 µM],-4%,nt,nt,-6%,nt,nt
CC(C)c1nnc(NC(=O)CCC(=O)Nc2ccc(F)cc2)s1,20%,9%,?,-2%,9%,-1%,i,?,5%,i,i
c1coc(-c2nnc3sc(Cc4cccs4)nn23)c1,nt,nt,i,nt,nt,nt,i,i,1%[25.5 µM],i,i
O=C1OCCN1/N=C\c1ccc([N+](=O)[O-])o1,-13%[25.7 µM],5%[25.6 µM],?,-9%[25.7 µM],nt,-18%[25.7 µM],i,3.1e-08M*,1%[25.5 µM],?,?
COc1ccc(NC(C)=O)cc1NC(=O)CSc1nnc(-c2ccccc2)n1N,-13%,-9%,i,1%,4%,-1%,i,i,1%,i,i
CCCc1cc(=O)n2[nH]c(NCc3ccccc3Cl)nc2n1,-2%,1%,i,-1%,1%,0%,i,i,5%,i,i
OC(COCc1cccs1)CN1CCN(c2ccccn2)CC1 (stereo not given),?,3%,i,-1%,12%,0%,i,i,5%,i,i
C=CC(=O)N1C(=O)c2ccccc2S1(=O)=O,2%[11.5 µM],?,nt,-1%[11.5 µM],nt,2%[11.5 µM],nt,nt,1%[11.4 µM],nt,nt
Cc1nn(C)cc1C1C2=C(CC(C)(C)CC2=O)OC2=C1C(=O)CC(C)(C)C2,nt,nt,i,nt,nt,nt,i,?,0%[25.5 µM],i,i
COCCn1c(SCC(N)=O)nc2c(c1=O)SC(C)C2 (stereo not given),nt,11%,nt,-4%,-3%,2%,nt,nt,0%,nt,nt
Cc1cc(Nc2ccc(Br)c(C)c2)n2nc(C)nc2n1,-8%,?,nt,0%,11%,0%,nt,nt,-1%,nt,nt
CC(=O)Nc1ccc(OCC(O)CN2CCN(c3cc(Cl)ccc3C)CC2)cc1 (stereo not given),38%,11%,i,0%,120%,0%,i,i,-2%,i,i
CCc1ccc2nc(N3CCN(C)CC3)c(C#N)cc2c1,9%,?,i,?,2%,-11%,i,i,-10%,8e-08M*,9.7e-08M*
Cc1cc(NC(=O)c2cc3nc(C4CC4)cc(C(F)(F)F)n3n2)no1,-2%,3%,i,-13%,-7%,-7%,i,?,1%,2.5e-08M*,2.7e-08M*
CC(C)OC(=O)CSc1n[nH]c(-c2cccnc2)n1,2%,-4%,i,1%,4%,-1%,i,?,4%,i,i
C[C@](N)(C(=O)O)c1ccc(-c2nn[nH]n2)cc1,-29%,-2%,nt,-10%,?,-1%,nt,nt,-1%,nt,nt
CC(C)(C)OC(=O)N[C@@H](Cc1ccccc1)c1nnc(SCC(=O)O)o1,0%,-3%,?,0%,-5%,0%,i,i,0%,?,i

# High-throughput results as filed in PubChem.
